High-throughput results deposited in PubChem by Broad Institute.
esBAF inh: blocks esBAF chromatin remodeling in mouse ES cells | hit rate 2% among 350,000 | reporter increase, % at 12.5 µM | Bmi1-luciferase knock-in reporter, 24 h; 100% = twice the neutral-well signal; in the data active means activation above about 40%;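 further: 0% = median of the plate's neutral control wells and 100% = double that signal; a rise in the Bmi1 reporter signal indicates esBAF inhibition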
RAD54 branch: inhibitors of human RAD54 branch migration; hit rate 0.14% among 360,000; RAD54 Holliday junction branch migration, FAM/BHQ fluorescence; Q92698; inhibition, % at 10.4 µM;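 active means mean normalized replicate activity at least 40 and at least half of replicates scoring 40 or more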;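 further: 0% = median of neutral control wells and 100% = median of positive control wells; inhibitors cause a drop in the FAM fluorescence signal; in these data hits start at about 50%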
Target sequence (Q92698 whole entry, looked up): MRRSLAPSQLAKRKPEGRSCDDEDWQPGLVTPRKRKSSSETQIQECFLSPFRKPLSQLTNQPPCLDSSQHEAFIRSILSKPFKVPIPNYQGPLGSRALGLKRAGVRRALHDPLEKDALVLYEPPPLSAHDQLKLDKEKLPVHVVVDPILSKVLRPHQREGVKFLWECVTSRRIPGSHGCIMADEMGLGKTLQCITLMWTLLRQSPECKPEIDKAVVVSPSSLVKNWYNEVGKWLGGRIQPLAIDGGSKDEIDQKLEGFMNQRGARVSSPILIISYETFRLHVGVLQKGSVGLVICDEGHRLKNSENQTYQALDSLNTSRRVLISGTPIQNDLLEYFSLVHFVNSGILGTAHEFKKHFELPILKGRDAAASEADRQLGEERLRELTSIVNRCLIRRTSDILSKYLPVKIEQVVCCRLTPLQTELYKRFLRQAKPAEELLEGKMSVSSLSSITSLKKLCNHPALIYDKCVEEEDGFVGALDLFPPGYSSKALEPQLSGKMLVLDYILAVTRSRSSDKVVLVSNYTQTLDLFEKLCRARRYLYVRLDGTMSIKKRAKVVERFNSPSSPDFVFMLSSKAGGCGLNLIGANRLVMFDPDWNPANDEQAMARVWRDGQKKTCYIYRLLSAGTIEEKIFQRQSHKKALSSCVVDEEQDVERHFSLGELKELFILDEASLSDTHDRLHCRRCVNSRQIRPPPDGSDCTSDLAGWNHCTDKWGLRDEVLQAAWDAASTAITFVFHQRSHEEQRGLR
Starred values were filed as active, the others as inactive. These rows are one share of the data (hit frequency here may not be typical).

SMILES | esBAF inh | RAD54 branch
O=C(O)c1[nH]c2ccc(Cl)cc2c1CC(=O)N1CCN(C(=O)c2ccco2)CC1 | -10 | -8
CC(C)CC(=O)Nc1nc2c(c(=O)[nH]1)CCCC2 | -4 | -5
CCOC(=O)c1cc(CC)sc1NC(=O)COC | -6 | -6
COc1ccccc1OCc1nc(Cc2ccc(Cl)cc2)no1 | -2 | -13
COc1cc(C(=O)Nc2ccccc2-c2nnn(CC(N)=O)n2)cc(OC)c1OC | -6 | -4
COc1ccc(NC(C)=O)cc1NC(=O)CN1CCN(CC(=O)Nc2ccc(Cl)cc2)CC1 | 3 | -3
CCOc1ccc(NC(=O)CSc2n[nH]c(=O)n2-c2ccccc2)cc1 | -8 | -9
CCN(CC)S(=O)(=O)c1ccc(Oc2ccccc2)cc1 | 0 | 4
CCOC(=O)c1[nH]c(C)c(C(=O)N2CCc3ccccc32)c1C | -2 | 6
CN(C)c1ccc(C=Nc2cnn(C)c2C(N)=O)cc1 | 12 | -7

Laid out differently: 4 of the compounds above.
Compound,esBAF inh,RAD54 branch
CC(C)CC(=O)Nc1nc2c(c(=O)[nH]1)CCCC2,-4,-5
CCOC(=O)c1[nH]c(C)c(C(=O)N2CCc3ccccc32)c1C,-2,6
COc1ccc(NC(C)=O)cc1NC(=O)CN1CCN(CC(=O)Nc2ccc(Cl)cc2)CC1,3,-3
CN(C)c1ccc(C=Nc2cnn(C)c2C(N)=O)cc1,12,-7

New compounds follow
SMILES | esBAF inh | RAD54 branch
Cc1ccc(C)c(N2CCN(C(=O)c3cc4ccccn4n3)CC2)c1 | 15 | -95
CC1(Cc2ccccc2C#N)C(=O)Nc2ccc(-c3ccc4[nH]ccc4c3)cc21 (centres undefined) | -3 | -7
CN1CCN(CCCNC(=O)Nc2cccc3ccccc23)CC1 | -1 | 8
CCOC(=O)C1C(=O)NC(c2ccccc2)=NC1c1ccccc1 (centres undefined) | 1 | -3
O=S(=O)(NC1CC(NS(=O)(=O)OCC(Cl)(Cl)Cl)C2CCCCC12)OCC(Cl)(Cl)Cl (centres undefined) | 13 | 4
CC1(C)CC(=O)C(C=NCCc2ccc(O)cc2)=C(O)C1 | 14 | -3
O=C(CSc1nnc(CNC(=O)c2c(F)cccc2F)o1)NCc1ccco1 | 2 | 6
O=C(NCc1ccco1)c1nc2ccccc2s1 | 17 | -12
CNC(=O)N(c1ccccc1)c1ccccc1 | -3 | 8
Cc1nnc(NC(=O)c2cccc(S(=O)(=O)N3CCOCC3)c2)s1 | -3 | -20
CC(=O)N1CCc2cc(Br)cc(S(=O)(=O)NCC3CCCO3)c21 (centres undefined) | -2 | 10
COc1ccc(NS(=O)(=O)c2ccc3oc(SC4CCOC4=O)nc3c2)cc1 (centres undefined) | -11 | 2
C=C(C)c1cccc(C(C)(C)NC(=O)N2CC(C)OC(C)C2)c1 (centres undefined) | -3 | -12
N#Cc1cccc(-c2cn(S(=O)(=O)c3ccc(Cl)cc3)nc2N)c1 | 5 | 1
ON=C1c2cc(OCCN3CCCCC3)ccc2-c2ccc(OCCN3CCCCC3)cc21 | 4 | 86*
CCN(CC)C(=O)COc1cc(C)c(Cl)c(C)c1 | 3 | -4
COC(=O)c1ccc2c(c1)nc(C)n2CCO | 2 | -12
OCCNc1nc2ccccc2n1-c1ncnc2sc3c(c12)CCC3 | 0 | 2
Cc1ccc(-n2c(SCC(=O)Nc3nccs3)nc3c(c2=O)SCC3)cc1 | -5 | -17
Cc1cccnc1NC(=O)C1CCC1 | -2 | -20
Cc1ccc2cc(C#N)c(NCc3ccco3)nc2c1 | 1 | -6
COc1ccc(OC)c2c1CCC2=O | -2 | 4
COc1ccc(C(=O)c2nc3c(n2O)CCCC3)cc1OC | -8 | 2
O=C(NNc1nc(-c2ccccc2)cs1)c1ccccc1 | -9 | 3
CC(=O)NC1CSCC1OC(C)=O (centres undefined) | -2 | -5
CCCCN=CC1=C(O)C(C(=O)OC)C(C)(C)CC1=O (centres undefined) | -8 | 2
CCOC(=O)c1sc2nc(C(C)C)c3c(c2c1N)CC(C)(C)OC3 | 1 | 4
N#Cc1cc(-c2ccccc2)cnc1Sc1ccccc1 | 21 | -3
Clc1ccc(-c2nnc(NC3=NCCCCC3)o2)cc1 | -37 | -4
CCC(=O)n1nc(-c2ccc(OC)cc2)nc1SC | 43* | 11
O=C1/C(=C/c2cccnc2)Sc2ccccc21 | 6 | 6
O=C(Nc1ccccc1C(=O)NCc1ccccc1)c1ccco1 | -2 | -2
COCCNC(=O)C1=C(N)C(C(=O)Nc2ccc(C)c(S(=O)(=O)N3CCCCC3)c2)SC1=Nc1ccc(C)cc1C (centres undefined) | -6 | -2
O=C(NCCc1ccccc1)c1ccc(Cl)c(S(=O)(=O)N2CCCC2)c1 | 59* | 4
Cc1ccc(NC(=O)/C(C#N)=C/c2ccc(C)s2)c(C)c1 | 42* | -20
O=C(Nc1ccccc1C(=O)N1CCOCC1)c1ccc(Br)cc1 | -1 | 6
O=C(NCc1cccs1)[C@@H]1CSC2c3ccccc3C(=O)N21 (some centres undefined) | 6 | -4
CN(C)c1ccc(/C=N\NC(=O)c2csnn2)cc1 | -23 | 4
CSc1nc(=O)n(-c2ccccc2)c(C)c1C(C)=O | 23 | 2
COc1ccc(Cl)cc1NC(=O)C1CCCN(S(=O)(=O)c2cccc3nonc23)C1 (centres undefined) | 2 | 13
CC12CCC(C(=O)Nc3ccc(SC(F)F)cc3)(CC1=O)C2(C)C (centres undefined) | -3 | -12
O=C(c1ccco1)N1CCN(C(=O)c2cc3c(=O)oc4ccccc4c3s2)CC1 | 0 | -14
COc1ccc(NC(=O)C(C)NS(=O)(=O)c2ccc(NC(C)=O)cc2)cc1Cl (centres undefined) | -4 | -1
S=C1NC(c2ccccc2)=NCN1c1ccc(Cl)cc1 | 39 | 3
Cc1ccn2cc(CSc3ccccc3)nc2c1 | 1 | 2
CC(=O)NNc1cc(=O)c2c(=O)n(C)c(=O)n(C)c2[nH]1 | -9 | -1
COc1cccc(CC2CC(=O)N(CCc3ccc4c(c3)OCO4)C2=O)c1 (centres undefined) | 1 | 0
O=C(Nc1nccs1)c1ccccc1N=Cc1ccccc1 | 38 | 4
O=C(CCC(=O)NC1CCCCCC1)Nc1nnc(C(F)(F)F)s1 | -14 | 3
C=C(C)Cn1c(CCNC(=O)C(C)(C)C)nc2ccccc21 | 4 | -16
(further entries)
SMILES | esBAF inh | RAD54 branch
COc1ccc(NC(=O)CSc2nc3c(c(=O)n2-c2ccc(F)cc2)SCC3)c(OC)c1 | 1 | 8
CC(=O)c1sc(Nc2nc(C)cc(C)n2)nc1C | 0 | -8
C#CCOCCOCCOCCNc1nc(N2CCN(C(=O)CCCCCCCCCCNC(=O)Cn3cc(C[C@@H](C)O)nn3)CC2)nc(N2CCN(C(=O)CCCCCCCCCCNC(=O)[C@@H]([C@H](C)CC)n3cc(CCCCCN)nn3)CC2)n1 | -23 | 2
O=C(Nc1ccc(C(F)(F)F)cc1)C1CCCN1S(=O)(=O)c1cccc2cccnc12 (centres undefined) | 3 | -6
Cc1ccc(C(=O)Nc2ccccc2SCC2CSc3nc4ccccc4c(=O)n32)cc1 (centres undefined) | 10 | -2
Cn1c(NCCc2ccccc2)cc(=O)n(C)c1=O | 5 | 3
CCN1C[C@@H]2[C@@H]3C(=O)N(Cc4ccccc4)C(=O)[C@@H]3[C@](C)(C(=O)OC)N2C1=NC | -2 | -14
CCn1c(COc2ccccc2)nnc1SCC(=O)Nc1ccc2c(c1)OCCO2 | 2 | 0
CCN1C(=O)/C(=C/c2ccc(C)s2)SC1=Nc1ccc(OC)cc1 | -4 | 2
O=C(N/N=C/c1c[nH]c2ccccc12)c1ccn(Cc2ccc(Cl)cc2)n1 | -1 | 1

Complete entries, looked up by structure. Order of values: esBAF inh	RAD54 branch
Cc1nnc(NC(=O)c2cccc(S(=O)(=O)N3CCOCC3)c2)s1 as listed: -3	-20
C=C(C)Cn1c(CCNC(=O)C(C)(C)C)nc2ccccc21 as listed: 4	-16
CCCCN=CC1=C(O)C(C(=O)OC)C(C)(C)CC1=O (centres undefined) as listed: -8	2
CCN1C[C@@H]2[C@@H]3C(=O)N(Cc4ccccc4)C(=O)[C@@H]3[C@](C)(C(=O)OC)N2C1=NC as listed: -2	-14
Cc1ccc(-n2c(SCC(=O)Nc3nccs3)nc3c(c2=O)SCC3)cc1 as listed: -5	-17

(cont.)
SMILES | esBAF inh | RAD54 branch
Cc1[nH]n(-c2cccc(Cl)c2)c(=O)c1-c1ccc(Cl)cc1 | -4 | 2
CC(C)(C)c1cc(C(C)(C)C)cc(S(=O)(=O)CCc2ccccn2)c1 | -1 | -4
N#C/C(=C1/CCCCCN1)c1nc2ccccc2s1 | 57* | 3
O=C(/C=C/c1ccccc1)N1CCN(C(=O)c2ccco2)CC1 | -3 | 8
CC(=O)c1ccc(NC(=O)CCSCCC(=O)Nc2ccc(C(C)=O)cc2)cc1 | 2 | -6
CCOC(=O)c1cnn(-c2ccccc2)c1-n1cccc1C(=O)C(=O)Nc1ccc(OC)cc1 | -5 | -3
C/C(CC(=O)NCc1ccco1)=N\NC(=O)C(c1ccccc1)c1ccccc1 | 1 | 4
CCOC(=O)c1ccc(N/C=C/C(=O)c2ccco2)cc1 | 17 | 3
CCC(C)(C)NC(=O)C1CCC(CNS(=O)(=O)c2cccc3nsnc23)CC1 (centres undefined) | -5 | 7
O=C(CCCSc1nc2sc3c(c2c(=O)[nH]1)CCC3)NCCO | -14 | -5
COc1ccccc1-n1c(CNC(=O)c2ccc(S(=O)(=O)N3CCOCC3)cc2)n[nH]c1=S | 0 | -8
Cc1ccc2c(C)c(C(=O)Nc3nnc(C)s3)oc2c1 | 18 | -3
CCN(C(=O)COC(=O)c1ccc(OCc2c(C)noc2C)cc1)c1ccccc1 | 12 | 1
OC(Cc1ccccc1)c1ncc(-c2ccc3ccccc3c2)[nH]1 (centres undefined) | 2 | -4
CC(=O)Nc1ccc(S(=O)(=O)NCCc2ccc(F)cc2)cc1 | -6 | 7
CCOC(=O)c1sc(N(Cc2ccccc2)C(=O)CSc2nnc(C3CC3)n2N)nc1C | 21 | 8
CC(C)C(NC(=O)/C=C/c1ccc(F)cc1)C(C)C | -5 | -13
COc1ccc(C(=O)OC2CCN(c3ncc(C(F)(F)F)cc3Cl)CC2)cc1 | -7 | -6
Cc1ccc(-c2csc(NC(=O)C3CC=CCC3C(=O)O)c2C(=O)OC(C)C)cc1 (centres undefined) | -7 | 9
CCc1nnc(NC(=O)C2c3ccccc3Oc3ccccc32)s1 | -10 | 7
N/C(=N\OC(=O)CCCN1C(=O)c2ccccc2C1=O)c1ccc(Br)cc1 | 0 | 3
Cn1cccc1/C=N/n1c(-c2ccccc2)n[nH]c1=S | -6 | -4
CCN(CC)S(=O)(=O)c1ccc2nc(SC)sc2c1 | 2 | 1
Cc1ccc(-n2nc(C)c3c2OC(N)=C(C#N)C3c2ccc(F)cc2)cc1 (centres undefined) | -5 | -2
O=C(Nc1nc(-c2ccco2)cs1)c1ccccc1 | 36 | -1
COc1ccc(Cn2c(C3CC3)nc3ccc(NC(=O)c4cccnc4)cc3c2=O)cc1 | 27 | 9
O=C(CSc1ccccn1)Nc1ccc(Br)cn1 | 20 | 0
CC1CCC(NC(=O)C2c3ccccc3C(=O)N2CCCN2CCOCC2)CC1 (centres undefined) | -7 | 3
Cc1nn(-c2ccccc2)c2c1C(c1cccnc1)N1C=C(S(=O)(=O)N3CCCCC3)C=CC1=N2 (centres undefined) | 3 | 1
NC(=O)c1oc2ccc(Cl)cc2c1N | -7 | -8
Cc1cc(NC(=O)COC(=O)c2cccc(OCc3ccccc3)c2)no1 | 20 | 0
O=C(C[C@H]1C[C@H](C(=O)N2CCCCC2)[C@@]2(CCc3ccccc3)c3[nH]c4ccc(Cl)cc4c3CCN2C1=O)NCCN1CCOCC1 | -10 | 2
CC(c1ccccc1F)n1cc(C(=O)NCc2ccncc2)nn1 (centres undefined) | -12 | -5
COc1cc(C2C(C#N)=C(N)Oc3n[nH]c(-c4ccncc4)c32)cc(OC)c1OC (centres undefined) | 1 | -45
COCCN(C(=O)c1ccccc1)c1nnc(-c2cccnc2)s1 | 3 | 3
C=CCc1cccc(/C=N/NC(=O)CNc2ccccc2)c1O | -5 | 9
CC(C)C[C@H](NC(=O)OC(C)(C)C)C(=O)N[C@@H](CO)[C@H](O)[C@@H]1C[C@@H]1C(=O)N(C)C | -1 | -11
Cc1csc(Cn2c(CN(C)C)nc3ccccc3c2=O)n1 | 2 | -11
CC1(C(=O)O)CC(C)(C(=O)O)CC(C)(C(=O)O)C1 (centres undefined) | -1 | 3
CCc1ccc(-n2c(CSc3nnnn3-c3ccccc3)nc3ccccc3c2=O)cc1 | -4 | 7
CCOC(=O)N(Cc1ccccc1)C(C(=O)O)C(C(=O)O)N(Cc1ccccc1)C(=O)OCC (centres undefined) | -5 | -8
CC12CCC(C(=O)NCc3cccnc3)(OC1=O)C2(C)C (centres undefined) | 4 | -4
CC(C)COC(=O)NCCCOC(=O)Nc1ccccc1 | 16 | -5
Cc1cc(C)n2nc(C(=O)NC(C)(C)C)nc2n1 | -1 | 3
CCCn1c(=O)[nH]c(=O)c2c1nc(-c1ccccc1OC(F)F)n2CCOC | 3 | 7
CCOc1ccc2c(C)c(C)c(=O)oc2c1OCC | -2 | 7
CCCc1cnc(N2CCN(C(=O)c3ccc(OC)cc3)CC2)nc1 | 4 | 10
CCOC(=O)COc1cc2c(C(=O)OCC)c(C)oc2cc1Br | -4 | 2
CC(C)C[C@H](NC(=O)Nc1cccc(Cl)c1)C(=O)O | -6 | 0
O=C(NN1C(=O)c2ccccc2C1=O)C1CCCCC1 | -6 | 2
O=C(O)CSc1nnc(-c2ccccc2)o1 | -2 | 2

As entered above:
CCOc1ccc2c(C)c(C)c(=O)oc2c1OCC | esBAF inh: -2
O=C(O)CSc1nnc(-c2ccccc2)o1 | RAD54 branch: 2
CCOC(=O)COc1cc2c(C(=O)OCC)c(C)oc2cc1Br | esBAF inh: -4
CCCn1c(=O)[nH]c(=O)c2c1nc(-c1ccccc1OC(F)F)n2CCOC | RAD54 branch: 7
CCOC(=O)N(Cc1ccccc1)C(C(=O)O)C(C(=O)O)N(Cc1ccccc1)C(=O)OCC (centres undefined) | RAD54 branch: -8
